M18AAP inhibitor – blocks P. falciparum M18 aspartyl aminopeptidase. inhibition, % at 7.35 µM. AID 1822. recombinant PfM18AAP, H-Glu-NHMec fluorogenic cleavage. 290,000 tested, 1.2% active;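 active = inhibition above the campaign mean inhibition over all tested compounds plus 3 SD, cut at about 28% in these data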;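 also: 0% = plate median of test compound wells and 100% = 2 mM ZnCl2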
VIM-2 inhibitor – blocks Pseudomonas aeruginosa VIM-2 metallo-beta-lactamase; purified VIM-2, nitrocefin hydrolysis, epi-absorbance fluorescence; inhibition, % at 5.6 µM; 290,000 tested, 0.89% active;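 active = inhibition above the mean of all tested compounds plus 3 SD, cutoff set per screening run, cut at about 7.5% in these data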;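 also: red hydrolysis product quenches plate fluorescence so inhibitors raise well fluorescence; 0% = enzyme with DMSO and 100% = DMSO without enzyme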
IDE act – activators of human insulin-degrading enzyme in cells; HEK cells, FAbeta-B cleavage, fluorescence polarization; 0% vehicle, 100% cell-free pure enzyme wells; 340,000 tested, 0.073% active; P14735; AID 493087; activation, % at 5.96 µM;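 active = activation above the mean of all tested compounds plus 3 SD, set per screening campaign, cut at about 17% in these data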
FID counter – fluorescent intercalator displacement, NS3 helicase counter-screen; DNA fluorescent intercalator displacement, fluorescence; inhibition, % at 7.9 µM; 290,000 tested, 0.17% active; AID 1845; in the data active = inhibition above about 37%;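 also: 0% = vehicle and 100% = reference compound; higher means more ethidium bromide displaced from hairpin DNA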
NS3 helicase inh – HCV NS3 helicase inhibition; NS3 helicase DNA unwinding, Cy5 molecular beacon fluorescence; inhibition, % at 10.9 µM; 290,000 tested, 0.56% active; AID 1800;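 active = inhibition above the mean of all tested compounds plus 3 SD, set per campaign, cut at about 35% in these data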;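 also: 0% = DMSO wells and 100% = thioflavine S control wells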
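System: Hepatitis C virus NS3 helicase domain fragment enzyme | Reagent: Annealed dual-labelled DNA beacon duplex, ATP-started | Compound dosing: 10.9 µM single point, 0.8% DMSO | Incubation: 1 h reaction at 25 °C, ATP-initiated | Technique: Cy5 fluorescence | Evaluation: Percent inhibition from t60/t0 fluorescence ratio | Benchmarks: Low DMSO, high thioflavine S at 110 µM | Replication: Singlicate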
pCIP destab – lowers stability of the mouse p/CIP coactivator protein; F442A p/CIP-EGFP cells, EGFP fluorescence, 16 h; decrease of EGFP signal, % at 10 µM; 290,000 tested, 0.01% active;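 active = EGFP signal decrease of at least 30% at 10 µM or well 3 SD below plate mean, unless failing retest; inactive = the rest, including hits failing retest or dose response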; also: some compounds called inactive have numbers as strong as hits; many of its hits are not listed in these tables
IDE inh – cellular human IDE inhibition; P14735; HEK cells, FAbetaB cleavage, fluorescence polarization; inhibition, % at 5.59 µM; 320,000 tested, 0.41% active;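 active = percent inhibition above the average of all tested compounds plus 3 SD, set per screening campaign, cut at about 16% in these data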;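 also: IDE supplied by intact live HEK cells; FP after avidin binding of uncleaved biotin substrate so inhibition keeps polarization high; 0% = DMSO wells and 100% = 60 µM reference IDE inhibitor Ii1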
SUMO HTRF inh – SUMOylation inhibition. P63279. HTRF SUMOylation assay, SAE1/SAE2 + UBC9, in vitro. inhibition, % at 35 µM. 290,000 tested, 0.36% active. AID 2006; in the data active = inhibition above about 50%, passing the limit was not always enough; also: strong numbers were not always called active
Target sequence (P63279 whole entry, looked up): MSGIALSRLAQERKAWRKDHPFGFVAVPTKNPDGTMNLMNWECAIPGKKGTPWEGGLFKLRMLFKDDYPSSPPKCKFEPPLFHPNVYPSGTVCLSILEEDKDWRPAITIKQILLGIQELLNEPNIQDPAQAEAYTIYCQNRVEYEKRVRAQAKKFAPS
IMP-1 inhibitor – inhibitors of Pseudomonas aeruginosa IMP-1 metallo-beta-lactamase; purified IMP-1, nitrocefin hydrolysis, epi-absorbance fluorescence; inhibition, % at 5.6 µM; 290,000 tested, 0.45% active;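 active = inhibition above the mean plus 3 SD of all compounds in the same screening run, cut at about 4.5% in these data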;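 also: 0% = IMP-1 with DMSO and 100% = DMSO wells lacking enzyme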
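Assay system: purified recombinant IMP-1 beta-lactamase. Input: IMP-1 0.2 nM before substrate addition. Buffer or medium: Zinc- and detergent-supplemented HEPES buffer, pH 7.1. Schedule: 25 °C, 15 min preincubation, 25 min reaction. Signal: Epi-absorbance fluorescence, 480 nm excitation, 530 nm emission. Evaluation: percent inhibition from optical density relative to buffer-blank wells.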
An asterisk follows results filed as active; · = no result given. Compounds were not picked by outcome (roughly 3.6% active in at least one column).

SMILES | M18AAP inhibitor | VIM-2 inhibitor | IDE act | FID counter | NS3 helicase inh | pCIP destab | IDE inh | SUMO HTRF inh | IMP-1 inhibitor
O=C(NCCC1=CCCCC1)c1ccc(Br)o1 | 1 | -1.1 | 1 | -6 | -2 | -1 | -7 | 9 | -2.4
O=C(CCCOc1ccc(Cl)cc1Cl)Nc1ccncc1 | 4 | -2.3 | -3 | 6 | -3 | -23 | 4 | 10 | -3.4
Cc1ccc(C(=O)Nc2sc3c(c2C#N)CCCCC3)cc1C | 4 | -0.8 | 1 | -3 | -3 | 0 | 3 | -50 | -1.1
Cc1cc(C)nc(N2CCCC(C(=O)NC3CCCC3)C2)n1 (configuration not stated) | 0 | -0.8 | 8 | -1 | -9 | -5 | 1 | 11 | 0.4
Cc1ccc2nc(C(Cl)(Cl)Cl)nc(N/N=C/c3ccncc3)c2c1 | 17 | 11* | 5 | -4 | -6 | -8 | 1 | 1 | -2.7
CCOC(=O)c1c(C)[nH]c(NC(=O)N2CCOCC2)c1C | 3 | -2.8 | 4 | -1 | 0 | 9 | -2 | 18 | -1.8
COc1ccc(/C=C2\SC(N)=NC2=O)cc1Br | 0 | 0.4 | 3 | -2 | 15 | 13 | 4 | 13 | -1.6
CCN1CCN(S(=O)(=O)c2ccc(Oc3ccccc3OC)cc2)CC1 | 3 | -1.3 | 8 | 8 | -7 | -5 | -2 | 5 | -0.8
CCNS(=O)(=O)c1ccc(NC(=O)Nc2cccc(OC)c2)cc1 | -3 | -1.4 | 2 | -3 | -20 | -28 | 0 | 3 | -2.3
CC(CCN1CCN(c2ccc(F)cc2)CC1)c1ccccc1 (configuration not stated) | 1 | 0.7 | -2 | 14 | -15 | 0 | 2 | -9 | 0.7
O=C(Nc1ccc(O)cc1)c1cc2n(n1)C(C(F)(F)F)CC(c1ccco1)N2 (configuration not stated) | 7 | -4.8 | -1 | -11 | -3 | 10 | 5 | 4 | -4.5
Cc1ccccc1CNc1ccc(C(CC(N)=O)NC(=O)c2ccc(Br)cc2)cc1[N+](=O)[O-] (configuration not stated) | · | · | 4 | · | · | 4 | -6 | 40 | ·
Cc1ccc(S(=O)(=O)NCCCCCC(N)=O)cc1 | -6 | -1.5 | 0 | -3 | -8 | 0 | 0 | 19 | -1.4
Cn1ncc(N=Cc2ccccc2[N+](=O)[O-])c1C(N)=O | 1 | -2.2 | -2 | -4 | -1 | -10 | -2 | 10 | -2.8
CN(C)c1c(N)[nH]c2c(c1=O)c(=O)n(C)c(=O)n2C | -2 | -0.2 | 2 | -3 | 9 | 2 | -2 | 10 | -1.3
CNC(=O)C1CC(=O)N(CCc2ccccc2)C(=Nc2ccc(OC)cc2)S1 (configuration not stated) | -7 | 0.9 | 1 | -20 | -7 | 1 | -3 | -26 | -1.0
COc1ccc(N(CC(=O)N/N=C/c2ccc3c(c2)OCO3)S(=O)(=O)c2ccccc2)cc1 | 4 | -4.5 | · | 0 | 1 | -2 | 0 | 4 | -3.9
Clc1cc(Cl)c2nc(N3CCCC3)sc2c1 | -12 | -4.0 | -4 | -6 | 10 | · | 5 | · | 1.5
Cc1cc(OCc2nc(-c3ccc(NC(=O)c4cccnc4)cc3)no2)ccc1Cl | -2 | -2.5 | -2 | 1 | -8 | -10 | 2 | 12 | -2.0
O=C(CNC(=O)c1ccco1)N/N=C/c1c[nH]c2ccccc12 | 2 | -1.9 | 5 | -1 | -3 | 16 | 1 | 6 | -2.3
Cc1cc(C)c(S(=O)(=O)/N=C2\C=CC(=O)C(Cl)=C2)c(C)c1 | 13 | -4.4 | 5 | -12 | 7 | 4 | 10 | 1 | -3.1
CC(=O)OCC1(C)CN(c2ccccc2)N(C(=O)c2ccc(F)cc2)C1=O (configuration not stated) | 4 | 1.0 | 1 | -8 | -1 | -20 | 2 | -6 | -1.3
Cc1ccc(/C=C/C(=O)O)cc1S(=O)(=O)Nc1ccc(C(=O)O)cc1 | 3 | -2.0 | 3 | -2 | -1 | 12 | 6 | 0 | -2.0
O=C(CN(Cc1ccco1)C(=O)CNS(=O)(=O)c1ccc(Cl)cc1)NCC1CCCO1 (configuration not stated) | -1 | -2.5 | 4 | -14 | 2 | 2 | 0 | 0 | -1.4
COc1ccc(-c2[nH]n(-c3ccc([N+](=O)[O-])cc3)c(=O)c2C=NCc2ccncc2)cc1 | -3 | -1.9 | 3 | -9 | 23 | -8 | -6 | -11 | 0.8
CCNS(=O)(=O)c1ccc(CCC(=O)N2CCN(c3ccc(OC)cc3)CC2)cc1 | -5 | -3.4 | -2 | -30 | 15 | -2 | 9 | 0 | -4.1
Cc1ccccc1C(=O)NNc1ncnc2c1cnn2C | 6 | -1.5 | 4 | 13 | 9 | 15 | -1 | -26 | -1.7
O=C1NC(NS(=O)(=O)c2ccccc2)(C(F)(F)F)C(=O)N1Cc1ccccc1 (configuration not stated) | 8 | -2.4 | 0 | -5 | 3 | -13 | 3 | 5 | -0.5
CCOC(=O)c1cc(S(=O)(=O)N2CCN(c3ccccc3OC)CC2)cn1C | -2 | 0.4 | -2 | -40 | -10 | -13 | 0 | · | -1.6
COC(=O)c1nn(-c2ccccc2)c(=O)cc1Oc1ccccc1 | 4 | -1.5 | 6 | -4 | -4 | -1 | 4 | -5 | -0.2
CC1CCN(S(=O)(=O)c2ccc3c(ccn3CCC(=O)NC(C)C)c2)CC1 | -6 | -2.6 | 5 | -35 | 11 | 7 | 14 | -1 | -4.0
COc1ccccc1NC(=O)CC1S/C(=N/N=C2\CCCc3ccccc32)NC1=O (configuration not stated) | -4 | -3.8 | 5 | -23 | -5 | -4 | 2 | -6 | -3.2
CCCCN(C(=O)c1ccc(S(=O)(=O)N(CC)CC)cc1)c1c(N)n(CCC)c(=O)[nH]c1=O | -3 | -0.7 | 3 | -1 | 3 | -21 | 0 | 18 | -0.4
O=C(CN1NS(=O)(=O)c2ccccc2C1=O)Nc1ccccc1OC(F)F | 0 | -3.2 | 1 | 1 | 7 | -6 | 6 | 14 | -1.2
CC1Cn2c(nc3c2c(=O)[nH]c(=O)n3C)O1 (configuration not stated) | -9 | -2.2 | 3 | 7 | 13 | -13 | -2 | 35 | -0.1
CCOc1cc(CNc2nn[nH]n2)ccc1OCC(=O)NC(C)(C)C | -8 | -2.5 | 4 | -10 | 3 | 10 | -6 | -1 | -3.6
Cc1nc2nc[nH]n2c(=O)c1CCC(C)C | -4 | -1.0 | 6 | 2 | 2 | -1 | 3 | -9 | -0.3
O=C(CN1N=C(c2ccccc2)CCC1=O)NCc1ccco1 | 6 | -3.6 | · | -2 | 6 | -6 | 6 | 11 | -4.2
CCOc1ccc(-c2c(=O)n(OCc3ccccc3Br)c3ccccc3[n+]2[O-])c(OCC)c1 | -4 | -1.3 | -1 | 0 | 13 | -2 | 2 | -1 | -0.4
C=Cn1c(C(=O)O)ccc1-c1ccc(OC)cc1 | -9 | -3.8 | · | -1 | 5 | 0 | 1 | 5 | -4.0

Whole records, quoted from the list.
CC1CCN(S(=O)(=O)c2ccc3c(ccn3CCC(=O)NC(C)C)c2)CC1 across the screens: M18AAP inhibitor = -6; VIM-2 inhibitor = -2.6; IDE act = 5; FID counter = -35; NS3 helicase inh = 11; pCIP destab = 7; IDE inh = 14; SUMO HTRF inh = -1; IMP-1 inhibitor = -4.0
COc1ccccc1NC(=O)CC1S/C(=N/N=C2\CCCc3ccccc32)NC1=O (configuration not stated) across the screens: M18AAP inhibitor = -4; VIM-2 inhibitor = -3.8; IDE act = 5; FID counter = -23; NS3 helicase inh = -5; pCIP destab = -4; IDE inh = 2; SUMO HTRF inh = -6; IMP-1 inhibitor = -3.2

The list continues.
SMILES | M18AAP inhibitor | VIM-2 inhibitor | IDE act | FID counter | NS3 helicase inh | pCIP destab | IDE inh | SUMO HTRF inh | IMP-1 inhibitor
COc1cccc(NC2=C(C#N)C(=O)NC(c3cccc(OC)c3O)S2)c1 (configuration not stated) | 8 | -1.0 | 3 | -3 | 13 | -7 | 3 | 16 | -3.0
CN(C)C(=O)CN1C(=O)C2CC=C(Cl)CC2C1=O (configuration not stated) | 2 | -3.8 | -1 | 4 | 15 | 4 | 2 | 26 | -2.0
O=C(CSc1nnc(NC(=O)c2cccc(F)c2)s1)NCC1CCCO1 (configuration not stated) | 0 | 17* | -3 | -13 | 4 | -2 | -1 | 13 | -0.5
CSc1cccc(NC(=O)N2CCCC(CNS(=O)(=O)Cc3ccccc3)C2)c1 (configuration not stated) | 0 | -5.9 | 4 | -22 | -9 | 5 | 3 | -10 | -1.6
NCC(=O)Nc1ccc(Cl)cc1C(=O)c1ccc[nH]1 | 10 | -2.5 | 4 | -2 | 8 | 10 | · | -2 | -2.3
COc1ccc2nc3sc(C(=O)NCCN4CCc5ccccc5C4)cc3cc2c1 | 3 | -0.7 | -1 | 12 | -19 | 3 | 3 | 10 | -3.2
C=CCN1C(=O)/C(=C2/Sc3ccccc3N2C)SC1=Nc1ccccc1C | -4 | -2.5 | 0 | 1 | -6 | 47 | 0 | -1 | -0.5
COC(=O)CN(C#N)c1nc(SC)nc(N(C)C)n1 | 8 | -3.0 | -1 | -4 | 5 | -5 | -1 | -2 | -4.8
CN1C(=S)SC(N(O)C(=O)Nc2ccc(Cl)c(Cl)c2)C1(C)C (configuration not stated) | 7 | 0.4 | 6 | -5 | 0 | -7 | 2 | 6 | -1.0
C=CCNc1nc(SC)nc2ccsc12 | 5 | -3.4 | 4 | -4 | 12 | 6 | -1 | 3 | -3.0
CC1CCN(C(=O)C(=O)c2cn(CC(=O)N3CCCCCC3)c3ccccc23)CC1 | 4 | -3.3 | -3 | -36 | -5 | 3 | -1 | 3 | -0.1
O=c1[nH]c(-c2cccnc2)nc2ccccc12 | 1 | -0.2 | 1 | -3 | -3 | -6 | 0 | 13 | -2.7
Cc1ccc(-c2nn(CCC(=O)O)cc2CCC(=O)O)cc1 | -5 | -3.5 | 3 | 1 | -4 | -3 | 1 | 9 | -3.9
CCO[C@H]1OC(C(N)=O)=C[C@@H](c2ccc(Br)cc2)[C@@H]1CCCO | -7 | 0.3 | -3 | -13 | -1 | -7 | 0 | 10 | 0.5
Cc1ccc(C(=O)O/N=C(\N)Cc2cccc3ccccc23)cc1 | 0 | -4.8 | 1 | -20 | 8 | -5 | -2 | 0 | -0.5
C/C(=N/OC(=O)CC(C)C)c1cc(-c2ccc(Cl)cc2)no1 | -10 | -1.0 | 4 | 0 | 9 | -3 | 2 | 9 | -2.6
COc1ccc(NC(=O)c2ccccc2)c([N+](=O)[O-])c1 | 4 | -2.1 | 4 | 4 | 10 | 13 | 0 | -19 | -2.3
Cc1cc(Nc2ccc(C(=O)N3CCCCC3)cc2)c2cccc(C)c2n1 | -9 | 0.8 | 0 | 1 | 0 | -12 | · | 19 | 1.7
CCN(CC)S(=O)(=O)c1cc(NC(=O)c2cc(-c3ccccn3)nc3ccccc23)ccc1C | -17 | -1.8 | -4 | -5 | -1 | 15 | 2 | -18 | -1.6
